Source: PubChem BioAssay (National Center for Advancing Translational Sciences (NCATS))
FLuc counter: qHTS profiling assay for firefly luciferase inhibitor/activator using purifed enzyme and Km concentrations of substrates (counterscreen for miR-21 project); AID 588342, 2011; 360,000 compounds, 6.9% hits; Potency, µM (highest dose often 57.5 µM), inactives show at the highest dose activity change, negative = inhibition, usual class: inhibitors; purified FLuc, Km substrates, luminescence inhibition; Luciferin 4-monooxygenase (Photinus pyralis), P08659;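 further: potency means the concentration at half of the fitted maximal effect; plate controls were vehicle for no effect and reference inhibitor for full effect; nearly all actives have a fitted effect of over 55% in size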
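Purified P. pyralis luciferase (10nM final) with 10uM D-luciferin and 10uM ATP (Km levels) in 50mM Tris acetate pH 7.5, 10mM Mg acetate, 0.01% Tween-20, 0.05% BSA; qHTS 6-point titration, ~60 µM downward; luminescence read.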
TRPV1 ag: HTS Assay for Compounds that Act as Agonists of the Vanilloid Receptor 1; TRPV1-expressing cells, Fluo-8 calcium influx, agonist mode; AID 540275, 2011; 320,000 compounds, 0.19% hits; Transient receptor potential cation channel subfamily V member 1 (Homo sapiens), Q8NER1; activation, % at 8.33 µM; in the data active means activation above about 80%; inconclusive means between about 30% and that limit; further: 0% is about no effect
Target sequence (Q8NER1 whole entry, looked up): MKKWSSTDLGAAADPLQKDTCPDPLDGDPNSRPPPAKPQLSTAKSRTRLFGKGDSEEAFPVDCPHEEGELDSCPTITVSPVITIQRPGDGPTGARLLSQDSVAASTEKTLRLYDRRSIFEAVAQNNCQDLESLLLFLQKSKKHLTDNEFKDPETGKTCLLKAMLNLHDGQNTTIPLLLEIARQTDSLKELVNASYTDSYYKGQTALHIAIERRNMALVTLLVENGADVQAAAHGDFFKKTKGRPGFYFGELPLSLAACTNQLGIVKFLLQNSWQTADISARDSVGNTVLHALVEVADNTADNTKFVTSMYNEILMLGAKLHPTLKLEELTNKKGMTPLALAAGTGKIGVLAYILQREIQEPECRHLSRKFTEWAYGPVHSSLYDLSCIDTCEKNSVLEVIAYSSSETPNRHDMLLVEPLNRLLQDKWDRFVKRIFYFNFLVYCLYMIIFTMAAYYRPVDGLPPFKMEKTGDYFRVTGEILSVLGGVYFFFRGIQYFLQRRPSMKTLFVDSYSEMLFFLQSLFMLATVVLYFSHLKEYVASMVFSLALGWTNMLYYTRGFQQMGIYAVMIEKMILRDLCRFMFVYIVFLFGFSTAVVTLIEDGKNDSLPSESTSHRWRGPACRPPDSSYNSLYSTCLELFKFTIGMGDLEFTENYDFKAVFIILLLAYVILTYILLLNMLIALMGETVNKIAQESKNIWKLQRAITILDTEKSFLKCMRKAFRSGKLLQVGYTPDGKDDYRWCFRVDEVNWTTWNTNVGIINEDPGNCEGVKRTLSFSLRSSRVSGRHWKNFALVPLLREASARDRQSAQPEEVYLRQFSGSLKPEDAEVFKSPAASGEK
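Cells expressing TRPV1 were dye-loaded with Fluo-8 and read kinetically: 10 s baseline, 3 min after compound (agonist portion), then 2 min after EC20 capsaicin (allosteric enhancer portion). Calcium-bound dye fluorescence at 480/520 nm.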
Rab9 promoter act: qHTS Assay for Rab9 Promoter Activators; Huh7 Rab9 promoter-luciferase reporter, luminescence, 24 h; Potency, µM (highest dose often 9.22 µM), without a hit: at the highest dose activation, negative = inhibition, actives largely listed as activators; 320,000 compounds, 2.8% hits; AID 485297, 2010; further: potency means the concentration at half of the fitted maximal effect; % of control where 0% means no effect; nearly all actives have a fitted effect of over 60% in size
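Using Huh7 cells stably transfected with Rab9 promoter–luciferase, compounds were incubated 24 h at 37 °C, 5% CO2; luciferase luminescence was read 10 min after reagent addition.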
RORg inh: qHTS for inhibitors of ROR gamma transcriptional activity; Drosophila S2 Gal4-RORgamma UAS-luciferase reporter, 20 h; 310,000 compounds, 5.4% hits; Potency, µM (top dose mostly 53.6 µM), inactives show at the top dose activity change, negative = inhibition, hits mostly inhibitors; Nuclear receptor ROR-gamma (Mus musculus), P51450; further: potency means the concentration at half of the fitted maximal effect; on the % scale 0 is the no-effect control and ±100 the full control effect; nearly all actives have a fitted effect of over 60% in size
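Luminescence from a UAS-regulated Photinus luciferase reporter in stably transfected Drosophila Schneider cells is measured; decreased signal marks ROR gamma inhibition. Fusion expression is induced by 700 uM copper sulfate for 20 hr.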
p53 reactivator: qHTS assay for re-activators of p53 using a Luc reporter; H1299 p53-A138V BP100-luciferase reporter, luminescence, 24 h; Potency, µM (highest dose often 92.2 µM), inactives show at the top dose activity change, positive = activation, usual class: activators; 320,000 compounds, 0.063% hits; AID 504706, 2011; further: potency means the concentration at half of the fitted maximal effect; % of control where 0% means no effect; nearly all actives have a fitted effect of over 45% in size
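p53-null H1299 cells stably carrying temperature-sensitive p53-A138V and a BP100-luciferase reporter were pinned with compounds (4-point, 1:5 series) and held 24 hrs at 37 deg C. Luminescence was read 10 min after detection reagent.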
Tb PFK inh: qHTS Assay to Find Inhibitors of T. brucei phosphofructokinase; Potency, µM (series often up to 57.5 µM), for inactives: at the top dose activity, negative = inhibition, usual class: inhibitors; ATP-dependent 6-phosphofructokinase (Trypanosoma brucei brucei), O15648; AID 485367, 2010; 330,000 compounds, 0.17% hits; T. brucei PFK, ADP-Glo luminescence;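 further: potency means the concentration at half of the fitted maximal effect; 0% = uninhibited 1x PFK enzyme wells and -100% = no-enzyme wells; nearly all actives have a fitted effect of over 60% in size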
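Compounds were pin-transferred as a titration series up to 57 uM into substrate buffer (0.5 mM F6P, 0.1 mM ATP, pH 8.0), then 1.25 nM PFK was added and reactions ran 45 min before ADP-Glo detection.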
BRCA1 expr up: qHTS Assay to Identify Small Molecule Activators of BRCA1 Expression; MCF7-BRCA1-FFLuc reporter, luminescence, 48 h; response scale: scaled: vehicle 0%, 10 µM genistein 100%; Potency, µM (series often up to 46.1 µM), for the others: top-dose activation, usual class: activators; 380,000 compounds, 1.1% hits; AID 624202, 2012; further: potency means the concentration at half of the fitted maximal effect; nearly all actives have a fitted effect of over 80% in size; some results filed as inactive show a strong effect at the top dose
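Activators of BRCA1 expression were detected as increased firefly luciferase luminescence in engineered MCF7 cells after 48 h compound incubation. Signals were scaled to genistein 10 microM as full activation.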
VP16 counter: VP16 counterscreen qHTS for inhibitors of ROR gamma transcriptional activity; Drosophila S2 Gal4-VP16 UAS-luciferase, luminescence, 20 h; 310,000 compounds, 3.5% hits; AID 2546, 2010; Potency, µM (doses to about 53.6 µM), for inactives: top-dose activity, negative = inhibition, usual class: inhibitors;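 further: Gal4-VP16 expression switched on by copper sulfate through the metallothionein promoter; potency means the concentration at half of the fitted maximal effect; on the % scale 0 is the no-effect control and ±100 the full control effect; nearly all actives have a fitted effect of over 50% in size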
ELG1 genotox: qHTS screen for small molecules that induce genotoxicity in human embryonic kidney (HEK293T) cells expressing luciferase-tagged ELG1. HEK293T ELG1-luciferase reporter, luminescence, 16 h. Potency, µM (titrated, usually from 46 µM), for inactives: top-dose activity change, positive = activation, hits mostly activators. 330,000 compounds, 1.3% hits; further: potency means the concentration at half of the fitted maximal effect; % of control where 0% means no effect; nearly all actives have a fitted effect of over 60% in size
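Screening used a luciferase reporter fused to human ELG1 in HEK293T cells. Luminescence was read on a CCD plate imager after 16 hr exposure and 30 min ONE-Glo incubation.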
NPC1 prom act: qHTS Assay for NPC1 Promoter Activators; Huh7 NPC1 promoter luciferase reporter, 24 h; Potency, µM (highest dose often 9.22 µM), without a hit: top-dose activation, actives largely listed as activators; 320,000 compounds, 2.4% hits;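 further: potency means the concentration at half of the fitted maximal effect; % of control where 0% means no effect; nearly all actives have a fitted effect of over 60% in size; reporter is driven by a mutant NPC1 promoter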
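Luminescence read-out of NPC1 promoter-driven luciferase in stably transfected Huh7 cells; compounds delivered in DMSO and left 24 h at 37C, 5% CO2, qHTS titration format.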
ELG1 repair inh: qHTS screen for small molecules that inhibit ELG1-dependent DNA repair in human embryonic kidney (HEK293T) cells expressing luciferase-tagged ELG1 | Potency, µM (top dose mostly 46.1 µM), inactives show at the top dose activity change, negative = inhibition, most hits filed as inhibitors | AID 504467, 2011 | HEK293T ELG1-luciferase reporter, luminescence, 16 h; DNA damage induced by 5-fluorouridine | 330,000 compounds, 2.3% hits; further: potency means the concentration at half of the fitted maximal effect; on the % scale 0 is the no-effect control and ±100 the full control effect; nearly all actives have a fitted effect of over 55% in size
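In this reporter screen, reduction of luminescence relative to DMSO vehicle indicated activity. Compounds and 5-fluorouridine were added together to 2,000 cells per well, incubated for 16 hr at 37 °C, then developed with ONE-Glo.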
* hit, by the source's call; ? = inconclusive; . = no result given; [ ] = remark or other dose. Unless noted, the call rests on the fitted dose curve; in most records, active means well fitted curve in the direction sought with a large enough effect; inconclusive means small, poorly fitted or top-dose-only effect, or another doubt; inactive means no such curve, though single readings can be large; an effect the other way counts as inactive or inconclusive.

#	Structure	FLuc counter	TRPV1 ag	Rab9 promoter act	RORg inh	p53 reactivator	Tb PFK inh	BRCA1 expr up	VP16 counter	ELG1 genotox	NPC1 prom act	ELG1 repair inh
1	COC(=O)CNC(=O)CNC(=O)Nc1ccccc1Cl	1%	1	-4%	-12%	1%	0%	2%	-1%	1%	-1%	11%
2	CC1=CC(C)(C)n2c(O)c(N=NC(N)=S)c3cc(C)cc1c32	1%	8	-5%	0.79µM*	4%	1%	-20%	1.8µM*	3%	-5%	12%
3	CCOC(=O)C(NC(=O)N(C)C)(Nc1sc(C)c(CC)c1C#N)C(F)(F)F (centres undefined)	3%	0	-3%	5%	0%	-19%	-4%	-7%	-1%	-5%	1%
4	Cc1ccc(NC(=O)COC(=O)CN2C(=O)C3CCCCC3C2=O)cc1C (centres undefined)	.	0	-2%	.	11%	-6%	1%	.	3%	0%	13%
5	O=C(N/N=C/c1cn(-c2cccs2)nc1-c1ccccc1)c1ccccc1Cl	12µM*	0	-3%	3.5µM*	?	-1%	-30%	7.9µM*	5%	6%	?
6	CCCN1CN(Cc2ccccc2)CC2=C1CC(C)(C)CC2=O	0%	3	6%	3%	-12%	-2%	-8%	-2%	-8%	0%	0%
7	O=C(CSc1nc2ccccc2s1)Nc1ccc(Cl)c(S(=O)(=O)N2CCOCC2)c1	?	16	-8%	?	-6%	2%	-81%	?	2%	-5%	?
8	COc1ccc(-c2c(C)oc3c(CN4CCOCC4)c(O)ccc3c2=O)cc1OC	-4%	0	2%	2%	-3%	-1%	8%	-7%	3%	2%	-4%
9	O=C(N/C(=C\c1ccco1)C(=O)N1CCOCC1)c1ccc([N+](=O)[O-])cc1	2%	0	0%	12%	3%	15%	-24%	-10%	1%	3%	29%
10	Cc1ccc(S(=O)(=O)Nc2cc(C(=O)NCCN(C)C)ccc2N2CCCCC2)cc1	-2%	?	-13%	?	-7%	-1%	-45%	?	0%	-1%	12%
11	Cc1cc(NC(=O)C2CC=CCC2C(=O)O)no1 (centres undefined)	-1%	0	-5%	-7%	0%	0%	4%	-1%	-1%	0%	14%
12	CC(Cc1cccs1)NC(=O)Nc1ccc([N+](=O)[O-])cc1 (centres undefined)	?	?	17%	?	-1%	-4%	5.6µM*	15%	-5%	26%	-8%
13	COc1ccc(NC(=S)N2CCCC2)c(OC)c1	1%	-4	2%	3%	15%	4%	0%	8%	1%	-3%	1%
14	CC(C)S(=O)(=O)c1csc(NC(=O)Nc2cccc([N+](=O)[O-])c2)c1Cl	?	?	4%	?	1%	0%	-9%	-22%	-9%	20%	-17%
15	O=C(COC(=O)c1ccc([N+](=O)[O-])o1)Nc1ncc(Cl)cc1Cl	.	.	.	.	3%	3%	-33%	.	-1%	.	?
16	CC(C)N(C(=S)Nc1ccc(S(=O)(=O)N2CCOCC2)cc1)c1ccccc1	.	.	.	.	4%	0%	-19%	.	3%	.	9%
17	Cc1ccc(-c2nc(CC(=O)Nc3cccc(S(=O)(=O)NC4=NCCC4)c3)cs2)cc1	?	-1	2%	.	3%	0%	2%	.	-2%	0%	3%
18	COc1ccc(C)cc1S(=O)(=O)N(CC(=O)Nc1cccc([N+](=O)[O-])c1)c1ccc(C)cc1	12%	-4	-2%	-1%	-3%	7%	-34%	9%	4%	1%	-15%
19	C=CCOc1ccc(C(=O)N(Cc2ccc(N(C)C)cc2)C2CCS(=O)(=O)C2)cc1 (centres undefined)	1%	0	13%	?	-4%	1%	-11%	4%	-3%	13%	3%
20	COc1ccccc1CCC(=O)NNC(=O)c1ccc(Br)cc1	3%	0	5%	-7%	0%	2%	-9%	-4%	2%	2%	0%
21	O=C(O)c1ccc(N/N=C/c2ccc(-c3ccccc3Cl)o2)cc1	0.67µM*	3	?	?	14%	1%	?	?	1.8µM*	?	?
22	O=NN(CCc1ccncc1)c1ccc(OCc2ccccc2)cc1	-4%	5	-24%	7.1µM*	?	-5%	-35%	6.3µM*	3%	-31%[inhibitor]	0.82µM*
23	COc1ccc(N2CCN(CCCn3c(=S)[nH]c4ncccc4c3=O)CC2)cc1	0%	-2	-1%	?	1%	-2%	4%	-4%	3%	9%	?
24	C=CCNC(=O)COC(=O)c1ccccc1C(=O)N(C)C1CCCCC1	-1%	-2	1%	34%	7%	-6%	26%	1%	1%	0%	1%
25	CCN(C(=O)COC(=O)c1nc(Cl)ccc1Cl)C1CCS(=O)(=O)C1 (centres undefined)	0%	-1	-5%	.	-1%	-3%	-1%	.	3%	2%	6%
26	Cc1ccc(S(=O)(=O)N(Cc2ccc([N+](=O)[O-])cc2)C(=O)N2CCN(C)CC2)cc1	4%	4	3%	.	2%	-1%	-22%	.	1%	0%	12%
27	COc1ccc(C2CC(=O)c3c([nH]c(C(=O)OC(C)C)c3C)C2)cc1OC (centres undefined)	-7%	?	5%	24%	7%	-1%	-16%	7%	-1%	-2%	?
28	Cc1ccc(Cn2ncc3c(N4CCN(c5ccc(C)cc5)CC4)ncnc32)cc1	-3%	-4	-27%	4%	-16%	4%	-39%	-2%	-9%	-32%[inhibitor]	-20%
29	O=C(CCc1ccc(S(=O)(=O)N2CCOCC2)cc1)OCC(=O)c1ccccc1F	.	.	.	.	-2%	-4%	-14%	.	4%	.	?
30	OC(c1ccc(Cl)cc1)c1nccc2ccccc12 (centres undefined)	-11%	0	7%	-9%[1.91 µM]	.	0%	44%	?	4%	-1%	-13%
31	CCOc1ccc(CCNC(=O)COC(=O)Cn2cnc3ccccc3c2=O)cc1OCC	4%	3	-4%	0%	0%	0%	-7%	-6%	-7%	-3%	4%
32	O=C(NCc1ccco1)c1cccc(S(=O)(=O)N2CCc3ccccc32)c1	9%	14	-7%	?	-7%	3%	-1%	-9%	2%	-3%	-6%
33	O=c1cc(Cl)[nH]c(=O)n1CCNc1ncc(C(F)(F)F)cc1Cl	13µM*	.	3.2µM*	?	?	3%	?	-12%	13%	?	?
34	COc1ccc(OCC(=O)NNC(=O)c2nn(C)c(=O)c3ccccc23)cc1	-2%	1	-1%	?	3%	-1%	-7%	-3%	4%	-6%	-2%
35	Cn1cc(C(=O)N/N=C/C2=C(N3CCOCC3)C(=C\c3ccccc3)/CC2)ccc1=O	2%	-1	3%	0%	-12%	0%	-13%	3%	1%	0%	?
36	CCCCCc1cc(OC)cc2c1C(=O)OC(C)(C)O2	.	.	.	.	-3%	3%	9%	.	1%	.	0%
37	O=C(O)CCC(=O)N1N=C(c2ccco2)CC1c1cccs1 (centres undefined)	-1%	-3	4%	12%	0%	-2%	-3%	-2%	0%	-3%	4%
38	OCC1(Cc2ccccc2F)CCCN(Cc2c(F)ccc(F)c2F)C1 (centres undefined)	-2%	17	10%	6%	6%	1%	-20%	-2%	-5%	1%	0%
39	CN(NC(=O)NN)c1ncc(C(F)(F)F)cc1Cl	0%	0	9%	-21%	9%	-3%	0%[1.84 µM]	3%	2%	-1%	2%
40	CCOC(=O)NC1(C(F)(F)F)C(=O)NC(C)=C1C(=O)OC (centres undefined)	1%	-1	1%	29%	-1%	-4%	0%	9%	-1%	0%	14%
41	Cc1ncc(CO)c2c1OC(C)(C)OC2	-1%	-1	-1%	9%	2%	1%	-4%	-3%	-4%	7%	10%
42	CC(=O)NCCN1C(=O)C2C3c4ccccc4C(c4ccccc43)C2C1=O (centres undefined)	2%	0	13%	-13%	3%	3%	14%	22%	3%	-2%	-9%
43	CCC(=O)N1CC2(c3ccccc3)CN(C(=O)CC)CC(c3ccccc3)(C1)C2=O	-1%	2	3%	3%	18%	-6%	13%	-13%	1%	1%	-13%

Taken from above (2 entries):
#	Structure	FLuc counter	TRPV1 ag	Rab9 promoter act	RORg inh	p53 reactivator	Tb PFK inh	BRCA1 expr up	VP16 counter	ELG1 genotox	NPC1 prom act	ELG1 repair inh
35	Cn1cc(C(=O)N/N=C/C2=C(N3CCOCC3)C(=C\c3ccccc3)/CC2)ccc1=O	2%	-1	3%	0%	-12%	0%	-13%	3%	1%	0%	?
36	CCCCCc1cc(OC)cc2c1C(=O)OC(C)(C)O2	.	.	.	.	-3%	3%	9%	.	1%	.	0%
